High-throughput results from PubChem.
MC4R antagonist = antagonists of human melanocortin 4 receptor (MC4R); MC4R-expressing cells, MTII-stimulated cAMP, LANCE TR-FRET; P32245; actives 0.48% (n = 360,000); inhibition, % at 6.5 µM; AID 540295;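 active means inhibition above its plate's cutoff, the mean of tested wells on that plate plus 3 SD, cut at about 29% in these data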;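 further: 0% = Melanotan II alone and 100% = Melanotan II plus saturating MCL0020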
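System – human MC4R-expressing U2OS cells · Also added – Melanotan II · Dosing – one concentration, 6.5 µM nominal · Timing – 30-min compound, 1-h challenge, 1-h detection, room temperature · Measured by – Eu-cAMP/anti-cAMP TR-FRET, emission 671 nm · Replicates – singlicate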
Glyco luc inh = N-linked glycosylation inhibition | AID 588692 | D54 ERlucT glycosylation luciferase reporter, 24 h; percent of 100 nM tunicamycin response | reporter increase, % at 12.5 µM | actives 0.23% (n = 360,000);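 active means mean luciferase reporter signal, scaled so untreated is 0 and the glycosylation-blocking control 100, at or above a set limit in every replicate; inconclusive means mean reaches the limit but not every replicate does; inactive means mean below the limit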;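 further: luciferase carries N-glycosylation sites so blocking glycosylation raises the light; 0% = median of neutral control wells and 100% = median of 100 nM tunicamycin wells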
Vif imaging = inhibitors of HIV Vif | AID 602346 | actives 0.35% (n = 340,000) | HEK293T cells, Vif self-association by quenched fluorescence, imaging, 24 h | inhibition, % at 7.49 µM; in the data active means inhibition above about 50%, passing the limit was not always enough; inconclusive means no clear call, values can overlap the other calls; inactive means below about 31%; further: some results filed as inactive read as strong as hits
MC4R barr agon = agonists of human melanocortin 4 receptor (MC4R) beta-arrestin; P32245; U2OS MC4R beta-arrestin complementation, luminescence; percent of melanotan II response, DMSO zero; activation, % at 8.9 µM; actives 0.98% (n = 360,000);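 active means activation above a per-plate cutoff, the mean activation of sample wells on that plate plus 3 SD, cut at about 8% in these data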
aDG glyco act = alpha-DG glycosylation activation. Pro5-aDG cells, alpha-DG glycosylation AlphaScreen (IIH6); 0% Pro5, 100% B10-LARGE cell signal. AID 624168. actives 0.22% (n = 360,000). activation, % at 10 µM;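 active means activation of at least 8% versus controls, or a plate z-score of at least 8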;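 further: Pro5 are CHO cells carrying HIG-tagged alpha-DG that lacks glycosylation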
NOD2 RIPK2 PPI = blocks binding of human NOD2 to RIPK2; actives 0.38% (n = 360,000); inhibition, % at 4.98 µM; CHO BLA complementation NOD2-RIPK2, CCF4 ratio; in the data active means inhibition above about 21%;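 further: 0% = vehicle only and 100% = reference blocker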
TLR9-MyD88 inh = inhibitors of human TLR9-MyD88 binding; Q9NR96+Q99836; actives 0.21% (n = 340,000); AID 504734; inhibition, % at 4.98 µM; CHO BLA complementation TLR9-MyD88, CCF4 FRET ratio;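 active means inhibition above the mean over all tested compounds plus 3 SD, cut at about 21% in these data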;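 further: 0% = DMSO only wells and 100% = clavulanate BLA inhibitor control wells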
ABHD5 PLIN5 PPI = blocks binding of human ABHD5 to perilipin-5; Q00G26+Q8WTS1; Split G. princeps luciferase complementation, luminescence, 4 h; inhibition, % at 4 µM; actives 0.78% (n = 360,000); AID 602281;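 active means inhibition above the mean inhibition across every tested compound plus 3 SD, cut at about 22% in these data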;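 further: 0% = DMSO only wells and the 100% control is not disclosed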
ABCB6 inh 2 = blocks the human ABCB6 transporter; Q9NP58; K562-ABCB6 porphyrin accumulation, flow cytometry, 1 h; stronger effect = lower value; fluorescence ratio to DMSO, % at 10 µM; actives 0.19% (n = 360,000); AID 602162;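 active means fluorescence ratio to DMSO below 75%, the collection mean minus 3 SD; inconclusive means too few cells collected in the well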;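 further: signal is porphyrin accumulated inside mitochondria; 100% equals median channel fluorescence of DMSO control wells; lower ratio means ABCB6 inhibition with less porphyrin fluorescence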
Target sequence (Q9NP58 whole entry, looked up): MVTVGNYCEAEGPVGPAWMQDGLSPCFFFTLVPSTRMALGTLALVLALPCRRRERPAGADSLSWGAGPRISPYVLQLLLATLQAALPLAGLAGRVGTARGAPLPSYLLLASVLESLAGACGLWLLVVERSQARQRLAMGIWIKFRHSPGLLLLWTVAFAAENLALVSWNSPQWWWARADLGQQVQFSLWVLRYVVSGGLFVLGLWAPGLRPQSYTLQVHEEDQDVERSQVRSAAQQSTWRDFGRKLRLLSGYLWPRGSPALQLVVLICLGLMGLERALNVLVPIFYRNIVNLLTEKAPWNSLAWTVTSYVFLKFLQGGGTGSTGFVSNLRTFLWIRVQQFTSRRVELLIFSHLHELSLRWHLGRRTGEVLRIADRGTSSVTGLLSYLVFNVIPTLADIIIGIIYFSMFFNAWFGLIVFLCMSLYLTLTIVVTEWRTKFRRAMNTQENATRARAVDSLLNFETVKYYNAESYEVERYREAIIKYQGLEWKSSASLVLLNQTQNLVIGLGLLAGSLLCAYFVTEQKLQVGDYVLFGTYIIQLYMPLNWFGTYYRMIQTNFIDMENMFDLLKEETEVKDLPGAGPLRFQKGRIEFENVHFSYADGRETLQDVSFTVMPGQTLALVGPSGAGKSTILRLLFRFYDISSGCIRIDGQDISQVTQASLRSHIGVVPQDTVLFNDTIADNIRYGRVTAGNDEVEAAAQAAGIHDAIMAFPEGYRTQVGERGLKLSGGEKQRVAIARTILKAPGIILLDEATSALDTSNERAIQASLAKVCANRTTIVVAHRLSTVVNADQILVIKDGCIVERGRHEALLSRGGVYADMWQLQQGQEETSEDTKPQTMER
Granule exo inh = blocks lytic granule exocytosis; TALL-104 LAMP-1 surface exposure, flow cytometry; cells stimulated with thapsigargin and PMA; actives 0.66% (n = 360,000); AID 651702; inhibition, % at 10 µM;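 active means inhibition above about 55%, limit read from the data; inconclusive means no clear call, values can overlap the other calls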
* = called active by the depositor; ? = inconclusive; nt = no result given. The list is partial (hit frequency here may not be typical).

nr	SMILES	Glyco luc inh	TLR9-MyD88 inh	Vif imaging	aDG glyco act	ABHD5 PLIN5 PPI	MC4R barr agon	ABCB6 inh 2	NOD2 RIPK2 PPI	MC4R antagonist	Granule exo inh
1	COc1cc(OC)c(C(=O)O/N=C(\N)c2ccccc2)cc1OC	0	3	7	0.1	2	-1.1	96	-7	-6	-8
2	CCN1CCN(C(=O)NCc2ccccc2)CC1	2	7	-3	0.0	0	-1.6	95	-1	-3	2
3	C=CCOc1ccc2ccccc2c1CNn1cn[nH]c1=S	2	-1	0	0.0	-13	-2.0	95	2	-7	-7
4	CSc1ncccc1C(=O)OCC(=O)Nc1cc(C(F)(F)F)ccc1N1CCOCC1	0	-6	6	0.8	2	3.8	105	1	7	-1
5	CCOC(=O)COc1c(Cl)cc(C2NC(=S)NC(c3ccccc3)=C2C(C)=O)cc1OC (configuration not stated)	0	-6	-8	0.1	-7	0.6	96	0	4	-4
6	O=C(Nc1cccc(O)c1)c1ccc(NC(=O)C2CCCO2)cc1 (configuration not stated)	0	7	-6	-0.1	3	2.8	94	2	5	-8
7	c1ccc(Oc2nc(-c3ccccn3)nc3ccccc23)cc1	5	nt	-7	2.4*	1	-0.3	97	-14	4	-2
8	CCc1c(C)[nH]n(-c2ccc(Oc3ccccc3)c(S(=O)(=O)O)c2)c1=O	0	-2	-2	-0.2	-9	1.2	99	6	22	-1
9	O=c1[nH]c(SCc2n[nH]c(=S)n2-c2ccccc2)nc2sc3c(c12)CCC3	2	-1	2	0.1	1	-0.4	100	10	10	0
10	CCC(C)c1ccc(NC(=S)N2CCN(S(C)(=O)=O)CC2)cc1 (configuration not stated)	-1	1	-3	-0.5	-2	-4.8	100	0	1	-7
11	CC1(C)Cc2c(sc(NC(=O)COc3cccc4ccccc34)c2C#N)C(C)(C)N1	-5	7	0	-0.2	-6	3.8	98	10	3	45
12	O=c1c2ccccc2nc(/C=C/c2cc(Br)ccc2O)n1CCCO	-4	3	10	0.1	10	1.3	97	-11	10	4
13	CCOCC(=O)Nc1cc(C(=O)OC)ccc1C(=O)OC	1	-3	nt	-0.1	1	-0.4	100	2	-4	3
14	Cc1cc2c(c(C)c1Cl)C(c1ccc3c(c1)OCO3)CC(=O)O2 (configuration not stated)	2	-5	-4	0.2	-5	1.4	100	0	-2	10
15	Cc1ccc(-c2nn3c(C)nnc3c3ccccc23)cc1S(=O)(=O)NCc1ccccc1	7	8	87*	0.1	-4	-1.5	103	-2	9	1
16	CCCN(CC1CC1)C(=O)COC(=O)c1ccc(C)cc1O	0	-11	-7	-0.2	-1	-0.6	97	-8	-1	-13
17	C[C@H](NC(=O)c1nc[nH]c1C(=O)N1CCN(c2ccccc2)CC1)C(=O)OC(C)(C)C	2	-3	nt	0.1	-2	1.1	94	0	8	-5
18	Cc1ccc(S(=O)(=O)N2CCN(C(=O)COC(=O)COc3cccc(C(F)(F)F)c3)CC2)c(C)c1	2	0	-1	0.2	9	1.3	?	2	6	1
19	COc1cc(OC)cc(C(=O)NCCc2ccc(OC)c(OC)c2)c1	2	nt	0	0.2	-5	-1.1	96	-11	10	-5
20	NC(=O)C1CCN(CC(=O)Nc2cccc(C(=O)Nc3cccc(C(F)(F)F)c3)c2)CC1	-3	-1	3	-0.2	12	0.5	100	-7	-3	0
21	O=C1C2C3C=CC(CC3)C2C(=O)N1c1ccc(Cl)cc1 (configuration not stated)	1	0	2	0.0	4	-1.5	100	-4	8	-3
22	COc1ccc(C2Nc3ccccc3C(=O)N2c2ccc(C)cc2)cc1Cn1cc([N+](=O)[O-])cn1 (configuration not stated)	-9	2	nt	1.1	3	-1.5	94	-10	-3	-3
23	CCCSc1nnc(NC(=O)Nc2ccc(F)cc2)s1	-4	4	-16	-0.4	-3	2.0	97	-4	20	1
24	CC1CCN(C(=O)c2[nH]c(C(F)(F)F)nc2-c2ccccc2)CC1	3	nt	nt	0.0	4	nt	97	-2	nt	-3
25	CCOC(=O)c1c(C)[nH]c(C(=O)OCC(=O)N2CCc3ccccc32)c1C	0	0	nt	0.1	0	-1.7	93	-6	3	-1
26	CCN1CC2([N+](=O)[O-])C=CC(=O)C([N+](=O)[O-])(C1)C2CC(=O)c1ccccc1 (configuration not stated)	0	-8	19	-0.1	-6	-1.4	99	5	2	2
27	Cc1cccnc1NC(=O)CCC(=O)c1cccs1	0	-10	12	-0.3	0	-1.5	94	-4	10	0
28	CN(Cc1ccccc1)C(=O)c1nc2ccccn2c1CNCCOc1cccnc1	3	-10	-6	-0.1	-6	0.9	99	1	-3	-2
29	CCOc1ncccc1C(=O)Nc1ccc(F)cc1	3	1	0	0.0	0	-2.3	101	-5	9	4
30	O=C(COC(=O)c1cccc(OC(F)F)c1)NCC1CCCO1 (configuration not stated)	1	3	-3	-0.1	3	0.5	83	11	0	0
31	CC(O)C(NS(=O)(=O)c1ccc(Cl)cc1)C(=O)OCc1cc([N+](=O)[O-])cc2c1OCOC2 (configuration not stated)	-1	1	-1	0.2	6	0.8	84	1	5	-3
32	COCCN(C(=O)COC(=O)CCC(=O)c1ccc(Cl)cc1)c1c(N)n(Cc2ccccc2)c(=O)[nH]c1=O	-1	-8	-1	-0.3	-1	-2.3	105	-2	4	-2
33	O=C(CCS(=O)(=O)c1ccccc1)OCC(=O)N1CCN(S(=O)(=O)c2ccc(Cl)cc2)CC1	0	5	14	-0.1	1	-2.8	101	-13	6	-4
34	O=C(c1ccc(F)cc1F)N1CCN(S(=O)(=O)c2ccc3c(c2)OCCO3)CC1	8	-8	-3	-0.3	6	-1.7	98	-4	5	-5
35	COc1ccc(S(=O)(=O)Nc2ccccc2Cl)cc1NC(C)=O	0	-2	3	0.1	-3	-0.9	105	-1	13	-1
36	O=c1cc(-c2cccc(F)c2)oc2ccccc12	1	3	-8	-0.2	4	0.1	111	-8	10	8
37	O=S(=O)(c1ccc(Sc2nnc3ccccn23)nc1)N1CCOCC1	0	6	21	-0.2	-2	-0.9	95	-11	-5	0
38	O=C1C(Nc2ccccc2)=CC(c2ccc(O)cc2)N1c1ccccc1 (configuration not stated)	-2	0	-13	-0.1	12	2.7	96	6	3	5
39	O=C(NC1CCCCC1)C1CCCN(S(=O)(=O)c2ccc(Br)s2)C1 (configuration not stated)	-1	-2	-1	0.6	0	-0.1	97	-17	0	1
40	COc1ccc(-c2nc(CSCC(=O)NC3CCCc4ccccc43)c(C)o2)cc1 (configuration not stated)	-2	9	7	0.7	1	-0.2	101	4	9	2
41	COc1ccc(F)cc1S(=O)(=O)N1CCC2(CC1)OCCN2S(=O)(=O)c1ccccc1	-2	-7	nt	3.7	6	-1.1	101	-1	5	9
42	Cc1cc(N/C=C/C(=O)c2ccc(Br)cc2)no1	1	13	-7	0.0	5	-2.0	103	5	-11	-3
43	CN(C)c1ccc(CN(CC2CCCO2)C(=O)c2cc3ccccc3o2)cc1 (configuration not stated)	-3	0	-12	0.2	-1	-1.9	97	5	-2	4
44	C=CCNc1nc2cc(-c3cccc(NC(C)=O)c3)sc2c(=O)n1C	-1	nt	nt	-0.3	1	-1.6	101	1	-6	0
45	O=C(NCCN1CCOCC1)c1ccc(N2CCCC2)c([N+](=O)[O-])c1	-1	2	2	-0.4	1	1.8	108	-4	3	-11
46	CCN(CC)c1nc(N)nc(NS(=O)(=O)c2ccc(Cl)cc2)n1	0	9	-7	-0.3	4	-1.1	96	0	15	1
47	CCCS(=O)(=O)NCCc1csc(-c2ccc(OC)c(OC)c2)n1	1	7	2	-0.3	7	0.1	101	4	6	-4
48	O=C(CN1C(=O)c2ccccc2S1(=O)=O)N1CCN(c2ccc(F)cc2)CC1	-1	4	13	0.3	0	1.2	86	8	2	-1
49	CCOC(=O)C1C(=O)C=C(c2ccccc2)CC1c1ccccc1 (configuration not stated)	-1	3	-2	0.3	5	-0.6	86	-2	15	-8
50	COc1cccc(CNc2ncn[nH]2)c1OCc1ccccc1F	1	-4	-4	0.0	2	-3.0	98	-3	13	3
51	CCc1c(C)c2ccc(OC3CCCCC3=O)cc2oc1=O (configuration not stated)	4	8	-8	0.1	-1	0.4	99	-19	4	-6
52	CCOC(=O)CSc1nc(NC#N)nc(N(CC)CC)n1	1	-4	-9	0.1	-3	1.3	103	-2	7	1
53	Cc1ccc(Nc2nc(N)c3ccccc3n2)cc1Cl	-9	-6	-2	0.5	3	3.0	97	-10	10	3
54	CC(C)(C)n1cnc2cc(NS(=O)(=O)c3ccccc3)ccc21	-1	3	5	0.1	1	-2.9	94	-1	-1	0
55	CS/C(=C\[N+](=O)[O-])Nc1ccc(F)cc1	4	-9	-1	0.1	1	-0.2	101	11	0	1
56	Cc1cc(Cl)c2oc(C(=O)N(C)C(C)c3ccccn3)c(C)c2c1 (configuration not stated)	0	4	14	0.4	5	-1.5	100	-4	-3	-4
57	CCn1c(NCc2ccccc2NS(=O)(=O)c2ccc(C)cc2)nc2ccccc21	-2	8	-2	0.4	-5	-1.5	107	-3	-2	20
58	CN(C)CCCNc1nc2cc(-c3cccc(Cl)c3)sc2c(=O)n1C	-1	nt	6	1.3	10	-1.2	102	-8	0	11
59	CCn1c(CC(=O)Nc2ccccc2C)nnc1SCC(=O)Nc1nncs1	0	6	14	-0.1	-3	-0.8	97	-1	6	-4
60	Cc1ccc(S(=O)(=O)N2CCN(C(=O)Cn3c(=O)oc4ccccc43)CC2)cc1	-2	-5	15	0.7	2	2.6	94	-9	3	-4

New compounds follow:
nr	SMILES	Glyco luc inh	TLR9-MyD88 inh	Vif imaging	aDG glyco act	ABHD5 PLIN5 PPI	MC4R barr agon	ABCB6 inh 2	NOD2 RIPK2 PPI	MC4R antagonist	Granule exo inh
61	C=CC[C@@H](CC(=O)NCCO)C(=O)NC[C@H](OC(=O)[C@@H](CC=C)Cc1ccc(F)cc1)c1ccccc1	-1	2	-3	-0.2	-5	-1.3	90	-8	20	-5
62	Cc1cc(C)cc(OCC(=O)OCc2cc([N+](=O)[O-])cc3c2OCOC3)c1	2	11	-2	-0.2	3	0.1	101	-5	0	1
63	CCCCCCOC(=O)c1ccc(NC(=O)c2cc(OC)c(OC)c(OC)c2Br)cc1	1	6	2	2.4	-10	0.1	98	1	2	-1
64	NS(=O)(=O)c1ccc(CNS(=O)(=O)c2ccc3ccccc3c2)cc1	2	-3	-2	0.2	0	-3.6	102	-6	-2	0
65	CC1CCCN(C(=O)Cn2nnc(-c3cccnc3)n2)C1 (configuration not stated)	1	5	4	0.1	10	2.7	105	-2	-6	18
66	Cc1cc(NC(=O)CSc2nnnn2-c2ccccc2F)no1	0	3	-14	0.0	5	0.6	173	-7	4	-8
67	COc1ccc(NS(=O)(=O)c2cc(C(=O)NNC(=O)c3ccncc3)ccc2OC)c(OC)c1	2	nt	7	-0.1	-4	-0.7	103	-3	2	-5
